EPAC1 antagonist: blocks human EPAC1 exchange factor. 360,000 compounds, 0.14% hits. EPAC1 GEF assay, Rap1b-BODIPY-GDP exchange fluorescence. O95398. Potency, µM (top dose mostly 115 µM), without a hit: at the top dose activity change, negative = inhibition, most hits filed as inhibitors. AID 720709;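 note: potency is the fitted concentration of half-maximal effect; plate controls were vehicle for no effect and positive control for full effect; nearly all actives have a fitted effect of over 50% in size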
PTHR1 agonist: PTHR1 (human) receptor agonism | HEK293 GP2 PTHR1 cells, GloSensor cAMP luminescence, 1 h | Potency, µM (doses to about 115 µM), without a hit: at the highest dose activation, usual class: activators | 410,000 compounds, 0.075% hits; note: potency is the fitted concentration of half-maximal effect; nearly all actives have a fitted effect of over 55% in size; some results filed as inactive show a strong effect at the top dose; inactives centre near -15; many of its hits are not listed in these tables
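HEK-293-derived GP2 cells expressing PTHR1 and a GloSensor cAMP reporter, 3,000/well, plated overnight, given luciferin plus IBMX (each 0.5 mM as added) for 1 h at 37 °C, then compound for 1 h at 37 °C. Luminescence was read after 15 min at room temperature.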
GLP-1R inv ag: acts as inverse agonist at human GLP-1 receptor; AID 624417; Potency, µM (doses to about 38.3 µM), without a hit: top-dose activity change, negative = inhibition, usual class: inhibitors; HEK293 GLP-1R CRE-luciferase, luminescence, 24 h; GLP-1R form is constitutively active; 410,000 compounds, 1.6% hits; P43220; note: potency is the fitted concentration of half-maximal effect; % is set by controls: 0 for no effect and ±100 for the full control effect; nearly all actives have a fitted effect of over 55% in size
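HEK293 cells stably co-expressing constitutively active GLP-1R and a cAMP-responsive luciferase reporter were seeded in DMEM with 10% Nu serum, given compounds after 12 h, and incubated 24 h at 37 deg C. Luminescence was then read.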
EPAC1 ag: activates human EPAC1 exchange factor; 360,000 compounds, 0.073% hits; Potency, µM (series often up to 154 µM), inactives show at the top dose activation, actives largely listed as activators; EPAC1 agonist qHTS, biochemical assay; response scale: 100% = response to 6.5 mM cAMP; O95398; note: potency is the fitted concentration of half-maximal effect; nearly all actives have a fitted effect of over 60% in size
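Normalized to 6.5 mM cAMP, activity reflects EPAC1-catalysed release of BODIPY-GDP from Rap1B, followed kinetically over 30 min at 480 nm excitation, 540 nm emission. Reaction contained 100 nM EPAC1, 250 nM Rap1B-BODIPY-GDP, 50 uM GDP.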
GLP-1R agonist: activates the human GLP-1 receptor; P43220; HEK293 GLP-1R CRE-luciferase, luminescence, 4-6 h; cells express a hypersensitive GLP-1R form; AID 624172; Potency, µM (top dose mostly 45.6 µM), without a hit: at the top dose activation, usual class: activators; 380,000 compounds, 0.007% hits; note: potency is the fitted concentration of half-maximal effect; % of control where 0% means no effect
HEK293 tox: cytotoxicity counter-screen for GLP-1 receptor inverse agonists | HEK293 cAMP-luciferase reporter cells, luminescence, 24 h | Potency, µM (highest dose often 38.3 µM), without a hit: top-dose activity change, negative = inhibition, most hits filed as inhibitors | 410,000 compounds, 0.13% hits | AID 624418;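 note: loss of luciferase light is scored as toxicity; potency is the fitted concentration of half-maximal effect; % is set by controls: 0 for no effect and ±100 for the full control effect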
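Seeding density was 200 cells/uL; after overnight-length (12 h) culture, 23 nL compounds went on for 24 h at 37 °C. Readout used a luciferase detection reagent, luminescence taken after 12 min at room temperature.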
IL2 activator: activators of IL-2 | IL-2 activation reporter assay, cell-based qHTS; stimulated with anti-CD3/CD4/CD28 beads; in transgenic mouse T cells | 360,000 compounds, 0.065% hits | activation, % (series mostly up to about 46 µM) | AID 652025; in the data active = activation above about 50%; inconclusive = mostly about 30% to 49%; note: 0% is about no effect
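Unstimulated transgenic mouse T cells; 60-min compound exposure; bead-based TCR/CD4/CD28 stimulation; 18 h culture, 37 degrees C; dual fluorescence (EGFP, DsRed) plate cytometry.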
PLK1 PBD block: inhibitors of human PLK1 polo-box domain binding; 360,000 compounds, 2.8% hits; AID 720504; Plk1 PBD binding of FITC phosphopeptide, fluorescence polarization; Potency, µM, for the others: max response, negative = inhibition, most hits filed as inhibitors; note: potency is the fitted concentration of half-maximal effect; series mostly up to about 57 µM; % is set by controls: 0 for no effect and ±100 for the full control effect; nearly all actives have a fitted effect of over 65% in size
Target sequence (P53350 whole entry, looked up, the tested form may be a part): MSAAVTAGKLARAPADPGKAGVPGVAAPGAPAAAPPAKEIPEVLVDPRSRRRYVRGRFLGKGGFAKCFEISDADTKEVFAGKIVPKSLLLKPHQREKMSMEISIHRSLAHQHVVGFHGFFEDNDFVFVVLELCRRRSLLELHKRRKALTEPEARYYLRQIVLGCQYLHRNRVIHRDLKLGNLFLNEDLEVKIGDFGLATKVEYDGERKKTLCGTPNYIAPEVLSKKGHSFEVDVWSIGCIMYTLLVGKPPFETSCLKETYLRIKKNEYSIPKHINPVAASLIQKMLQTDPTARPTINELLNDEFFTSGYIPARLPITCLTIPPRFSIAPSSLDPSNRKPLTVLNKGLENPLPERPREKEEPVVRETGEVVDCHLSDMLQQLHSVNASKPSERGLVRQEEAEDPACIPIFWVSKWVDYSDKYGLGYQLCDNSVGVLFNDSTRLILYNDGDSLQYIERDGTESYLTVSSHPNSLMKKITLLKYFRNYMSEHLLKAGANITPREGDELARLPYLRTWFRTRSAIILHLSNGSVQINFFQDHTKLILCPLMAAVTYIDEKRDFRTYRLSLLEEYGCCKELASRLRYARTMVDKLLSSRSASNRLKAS
PI5P4Ka inh: PI5P4K alpha (human) kinase inhibition; P48426; PI5P4Kalpha enzyme, ADP-Glo luminescence, 60 min; stronger effect = lower value; max response, %; 330,000 compounds, 1.2% hits; AID 652105; active = max response of -50% or lower; inconclusive = between -30% and -50%; inactive = -30% or higher; note: value at the top dose of about 77 µM; % is set by controls: 0 for no effect and ±100 for the full control effect
Target sequence (P48426 whole entry, looked up): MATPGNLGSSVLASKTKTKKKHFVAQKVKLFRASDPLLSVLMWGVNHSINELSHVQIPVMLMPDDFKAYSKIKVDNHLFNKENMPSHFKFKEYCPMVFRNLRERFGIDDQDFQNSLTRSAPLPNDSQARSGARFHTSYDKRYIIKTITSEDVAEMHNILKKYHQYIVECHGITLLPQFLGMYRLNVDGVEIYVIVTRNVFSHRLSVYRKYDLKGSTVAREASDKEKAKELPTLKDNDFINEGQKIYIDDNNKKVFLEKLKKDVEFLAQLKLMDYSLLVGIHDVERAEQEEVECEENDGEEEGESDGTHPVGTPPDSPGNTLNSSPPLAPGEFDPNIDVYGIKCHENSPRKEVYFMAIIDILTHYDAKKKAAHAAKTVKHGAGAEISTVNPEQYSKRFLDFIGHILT
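Quantitative HTS of the MLSMR library against PI5P4Kalpha with substrate. ATP added last at 5 microM final; room temperature, 60 minutes. Remaining ATP depleted, ADP converted and read as luminescence.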
* marks the source's active call; other numbers are inactive results; i = inactive; u = inconclusive; x = no result given; [ ] = dose if it differs, or a comment. Unless noted, calls come from the whole dose curve; as a rule, active = well fitted curve in the direction sought with a large enough effect; inconclusive = small, poorly fitted or top-dose-only effect, or another doubt; inactive = no such curve, though single readings can be large; an effect the other way counts as inactive or inconclusive.

SMILES	EPAC1 antagonist	PTHR1 agonist	GLP-1R inv ag	EPAC1 ag	GLP-1R agonist	HEK293 tox	IL2 activator	PLK1 PBD block	PI5P4Ka inh
O=C(Nc1ccc(N2CCCCC2)c(C(=O)O)c1)c1ccco1	15%	i	1%	8%	-6%	-4%	-2.5	-8%	0
NC(=O)NCCCC(=O)NCC(c1ccccc1Cl)c1c[nH]c2ccccc12 (stereo not given)	-6%	-8%	-21%	3%	15%	-26%	-0.2	-8%	7
O=c1cnnc(N/N=C/c2c[nH]c3ccccc23)[nH]1	-4%	i	9%	5%	3%	-5%	0.0	-2%	2
CCN(CC)CCn1c2c(c(SCC(=O)Nc3nc4ccccc4s3)nc1=O)CCCC2	1%	i	u	u	-11%	5%	3.4	-2%	-1
CC(C)CCNC(=S)Nc1ccccn1	-11%	-15%	u	-5%	u	u	-1.2	-6%	-13
CCOc1cc(/C=N/NC(N)=O)cc(Br)c1OCc1ccccc1F	-17%	i	65%[activator]	7%	13%	-2%[1.53 µM]	-0.7	-5%	-1
C[C@H](CO)N1C[C@H](C)[C@H](CN(C)C(=O)Nc2ccc(C(F)(F)F)cc2)Oc2ncc(-c3cccnc3)cc2C1=O	-4%	-7%	10%	-16%	2%	3%	-2.1	-18%	0
CCn1c(Cc2ccccc2)nnc1SCC(=O)Nc1ccccc1N1CCOCC1	0%	-8%[57.5 µM]	-14%	2%	22%	-9%	2.3	-7%	3
COc1ccc(CNC(=O)C(=O)NCCCn2ccnc2)cc1	-23%	i	11%	-8%	1%	-5%	-1.7	1%	-4
Cc1nc(-c2ccc(Cl)cc2)sc1C1(C)CC(c2ccccc2Br)=NO1 (stereo not given)	4%	i	-24%	13%	-1%	6%	0.3	-12%	16
COc1cc2c(=O)c(S(=O)(=O)c3ccc(C)cc3)cn(Cc3cccc(C)c3)c2cc1OC	x	-34%[inhibitor]	u	x	1%	-11%	x	x	x
Cc1ccccc1NC(=O)Cc1nc(CSc2nnc(-c3ccc4c(c3)OCO4)o2)cs1	0%	-16%	-9%	11%	1%	-15%	-0.5	-6%	u
NC(=S)Cc1nc2n(n1)Cc1ccccc1-2	7%	i	0%	7%	-2%	1%	-2.7	u	x
CCN(/N=C/C=C/c1ccccc1)c1cc(=O)n(C)c(=O)[nH]1	-15%	-1%	44%[activator]	0%	2%	9%	1.3	-9%	2
CC(=O)c1ccc(OCc2cc(C(=O)NC(C)c3cnn(C)c3)no2)cc1 (stereo not given)	12%	i	18%	-10%	5%	4%	4.4	-3%	1
COc1ccccc1N(C)S(=O)(=O)c1ccc(C(=O)Nc2ccc(N3CCOCC3)cc2)cc1	-28%	-26%	u	4%	-1%	-14%	-0.7	6%	-3
CN(Cc1nc2ccccc2c(=O)[nH]1)C(=O)c1cc(-c2ccc(Br)cc2)nc2ccccc12	10%	i	12%	15%	11%	-4%	-3.2	1%	-5
CCOC(=O)c1sc(NC(=O)CSc2nc(-c3ccco3)cc(C(F)(F)F)n2)c(C(=O)OC)c1C	15%	-7%[57.5 µM]	-20%	-5%	-1%	4%	-1.9	-5%	x
CCS(=O)(=O)c1ccc2c(c1)N(S(=O)(=O)c1ccc(C)cc1)CC(C(=O)O)O2 (stereo not given)	-14%	0%	9%	1%	-1%	3%	0.2	-11%	-13
COC(=O)c1ccc2ccccc2c1OC1OC(CO)C(O)C(O)C1NC(C)=O (stereo not given)	10%	-36%	18%	-4%	-3%	0%	1.9	0%	11
Cc1ccc2ncccc2c1N	-3%	-17%	-2%[7.66 µM]	0%	1%	-6%[7.66 µM]	-0.5	-12%	3
CNC(=O)NC(=S)NC(=O)c1cccc(Cl)c1	-11%	-10%	1%	-5%	0%	-5%	-0.3	-12%	-5
Cc1oc(-c2cccc(Cl)c2)nc1CN1CCC(C(=O)NCCCN2CC(C)CC(C)C2)CC1 (stereo not given)	-2%	i	u	9%	13%	9%	-0.7	-2%	-1
COC(=O)c1ccc(C(=O)N(Cc2ccccc2)c2ccccc2)cc1	-27%	-15%	u	8%	-3%	3%	-0.6	-12%	4
O=C(NCc1ccccc1)c1ccc(CNS(=O)(=O)c2ccc(Br)cc2)cc1	x	-5%	4%	x	-2%	0%	x	x	x
Cc1ccc(NS(=O)(=O)c2ccc(OCC(=O)NCc3ccco3)cc2)cc1	-22%	-1%	u	0%	2%	-2%	-0.1	-10%	-2
Cc1nnc(NC(=O)CCC(=O)NCc2ccco2)s1	-10%	-6%[57.5 µM]	1%	7%	2%	6%	-0.1	1%	-2
COCCN(CC(=O)NC1CCCCC1)C(=O)/C=C/C(=O)c1ccc(OC)cc1O	9%	-13%	u	11%	-1%	-9%	1.5	21µM*	6
CN(C(=O)COc1ncnc2sccc12)C1CCCCC1	6%	i	-7%	-1%	-7%	-7%	0.6	4%	1
COc1ccc(COC(=O)C2=C(C)NC(=O)NC2c2ccc(OC)c(OC)c2)cc1 (stereo not given)	11%	-23%	29%	2%	5%	5%	-0.3	-14%	0

Sorted by length of the SMILES (largest number first): some entries from above
SMILES	EPAC1 antagonist	PTHR1 agonist	GLP-1R inv ag	EPAC1 ag	GLP-1R agonist	HEK293 tox	IL2 activator	PLK1 PBD block	PI5P4Ka inh
CCOC(=O)c1sc(NC(=O)CSc2nc(-c3ccco3)cc(C(F)(F)F)n2)c(C(=O)OC)c1C	15%	-7%[57.5 µM]	-20%	-5%	-1%	4%	-1.9	-5%	x
CN(Cc1nc2ccccc2c(=O)[nH]1)C(=O)c1cc(-c2ccc(Br)cc2)nc2ccccc12	10%	i	12%	15%	11%	-4%	-3.2	1%	-5
Cc1oc(-c2cccc(Cl)c2)nc1CN1CCC(C(=O)NCCCN2CC(C)CC(C)C2)CC1 (stereo not given)	-2%	i	u	9%	13%	9%	-0.7	-2%	-1
COc1ccc(COC(=O)C2=C(C)NC(=O)NC2c2ccc(OC)c(OC)c2)cc1 (stereo not given)	11%	-23%	29%	2%	5%	5%	-0.3	-14%	0
COCCN(CC(=O)NC1CCCCC1)C(=O)/C=C/C(=O)c1ccc(OC)cc1O	9%	-13%	u	11%	-1%	-9%	1.5	21µM*	6
O=C(NCc1ccccc1)c1ccc(CNS(=O)(=O)c2ccc(Br)cc2)cc1	x	-5%	4%	x	-2%	0%	x	x	x
COC(=O)c1ccc2ccccc2c1OC1OC(CO)C(O)C(O)C1NC(C)=O (stereo not given)	10%	-36%	18%	-4%	-3%	0%	1.9	0%	11
COC(=O)c1ccc(C(=O)N(Cc2ccccc2)c2ccccc2)cc1	-27%	-15%	u	8%	-3%	3%	-0.6	-12%	4
CN(C(=O)COc1ncnc2sccc12)C1CCCCC1	6%	i	-7%	-1%	-7%	-7%	0.6	4%	1
CNC(=O)NC(=S)NC(=O)c1cccc(Cl)c1	-11%	-10%	1%	-5%	0%	-5%	-0.3	-12%	-5
Cc1ccc2ncccc2c1N	-3%	-17%	-2%[7.66 µM]	0%	1%	-6%[7.66 µM]	-0.5	-12%	3

Next part.
SMILES	EPAC1 antagonist	PTHR1 agonist	GLP-1R inv ag	EPAC1 ag	GLP-1R agonist	HEK293 tox	IL2 activator	PLK1 PBD block	PI5P4Ka inh
Cc1ccccc1C(=O)N1CCC(C(=O)N(CC(C)C)c2c(N)n(Cc3ccccc3)c(=O)[nH]c2=O)CC1	-14%	i	3%	2%	-3%	1%	-0.9	-3%	-1
COc1ccc(S(=O)(=O)N2CCC(C(=O)NCCc3ccc(OC)c(OC)c3)CC2)cc1	15%	i	14%	-11%	5%	-7%	0.3	-1%	0
COc1ccccc1N1CCN(C(=O)Cn2nnc(-c3ccncc3)n2)CC1	14%	-25%[57.5 µM]	-4%	-3%	-5%	-5%	-1.3	-9%	x
O=C1c2ccccc2S(=O)(=O)c2cc(N3CCC4(CC3)OCCO4)ccc21	2%	-7%	62%[activator]	8%	10%	108%[activator]	-1.3	7%	9
COCCCn1c(-c2cccc(Cl)c2)nc2c1c(=O)[nH]c(=O)n2Cc1ccccc1	-13%	-12%	-3%	2%	14%	13%	-1.3	-3%	1
CCC(C)N(C(=O)c1csnn1)C(C(=O)NC(C)(C)C)c1ccccc1 (stereo not given)	12%	i	-16%	1%	5%	-7%	0.4	u	3
CC(C)(CNC(=O)Cc1ccc(Cl)cc1Cl)N1CCOCC1	0%	14%	u	7%	11%	1%	-1.9	1%	0
CC[C@]12c3[nH]c4ccc(Cl)cc4c3CCN1C(=O)[C@@H](CC(=O)NCc1ccc(OC)c(OC)c1)C[C@@H]2C(=O)N1CCN(C(=O)c2ccco2)CC1	-8%	-16%	-2%	0%	16%	2%	0.0	-7%	0
NS(=O)(=O)c1ccc(NC(=O)CCn2c(=O)oc3ccccc32)cc1	x	i	11%	x	1%	-4%	x	x	x
COC(=O)c1ccnc(/C=N/O)c1	-9%	-9%[57.5 µM]	3%	-3%	-6%	7%	-1.6	-7%	x
C/C(=N\NC(N)=S)C12CC3CC(CC(C3)C1)C2	8%	9%[57.5 µM]	-22%	7%	-1%	-26%	0.0	-16%	x
O=C(/C=C/c1ccco1)Nc1nc(-c2ccccc2)cs1	-4%	-16%	-4%	8%	-9%	-7%	-1.7	-8%	-5
O=S1(=O)CCOC[C@H](CC2CCCCC2)N1Cc1cccc(C(F)(F)F)c1	u	2%	u	-21%	22%	-14%	0.2	-12%	25
Cc1ccc(S(=O)(=O)N2C(=O)CCC2C(=O)O/N=C(\N)c2cccc([N+](=O)[O-])c2)cc1 (stereo not given)	4%	i	0%	2%	1%	1%	0.2	-3%	6
CCOC(=O)C1CCC(=O)N1Cc1c[nH]c2ccccc12 (stereo not given)	-1%	-22%	18%	-2%	5%	-1%	-0.1	-16%	-9
CCCS(=O)(=O)c1c(S(=O)(=O)CCC)c2c(N)cccn2c1C(=O)c1ccccc1	-5%	-25%	0%	14%	-2%	14%	-0.2	-10%	x

Screening data from PubChem BioAssay.

An excerpt (hit frequency here may not be typical).
